High-throughput results as filed in PubChem.
CHT inh – human CHT choline transport inhibition | CHT-expressing cells, membrane potential dye, choline response; stronger effect = lower value | B-score at 10 µM | AID 488975 | actives 0.86% (n = 310,000);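 active = B-score over 3 SD under the library average, and starting fluorescence ratio not unusually high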;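 also: choline stimulus applied at its EC90 after an EC20 pre-addition; B-score computed on integrated fluorescence ratio after choline addition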
Target sequence (Q9GZV3 whole entry, looked up): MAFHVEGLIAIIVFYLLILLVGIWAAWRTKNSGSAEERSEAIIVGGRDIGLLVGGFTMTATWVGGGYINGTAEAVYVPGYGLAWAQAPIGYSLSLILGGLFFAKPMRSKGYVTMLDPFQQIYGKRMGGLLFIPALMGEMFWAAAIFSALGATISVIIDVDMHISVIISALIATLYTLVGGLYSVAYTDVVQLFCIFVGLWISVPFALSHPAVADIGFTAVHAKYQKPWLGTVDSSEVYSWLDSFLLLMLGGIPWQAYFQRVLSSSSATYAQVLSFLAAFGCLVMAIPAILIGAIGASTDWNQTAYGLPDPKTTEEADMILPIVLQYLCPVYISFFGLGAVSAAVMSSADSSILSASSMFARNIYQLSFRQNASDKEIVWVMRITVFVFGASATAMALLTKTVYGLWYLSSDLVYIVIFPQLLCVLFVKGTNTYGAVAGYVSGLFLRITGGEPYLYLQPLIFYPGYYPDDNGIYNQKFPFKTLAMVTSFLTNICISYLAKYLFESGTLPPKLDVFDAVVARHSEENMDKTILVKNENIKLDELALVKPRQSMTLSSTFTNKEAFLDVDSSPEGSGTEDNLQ
Kir21 block – inhibitors of mouse Kir2.1 inward-rectifier potassium channel. HEK293-Kir2.1, FluxOR thallium flux fluorescence; stronger effect = lower value. B-score at 10 µM. actives 0.85% (n = 310,000). AID 1672;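 active = fluorescence ratio B-score at or below minus 3 SD of library scores, with starting-brightness B-score within 2 SD, cut at about -4.2 in these data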;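 also: channel flux triggered by added potassium and thallium sulfate stimulus; B-score of peak minus minimum fluorescence over baseline after thallium stimulus; more negative B-score means stronger Kir2.1 block with less thallium influx; some compounds called inactive have numbers as strong as hits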
Target sequence (P35561 whole entry, looked up): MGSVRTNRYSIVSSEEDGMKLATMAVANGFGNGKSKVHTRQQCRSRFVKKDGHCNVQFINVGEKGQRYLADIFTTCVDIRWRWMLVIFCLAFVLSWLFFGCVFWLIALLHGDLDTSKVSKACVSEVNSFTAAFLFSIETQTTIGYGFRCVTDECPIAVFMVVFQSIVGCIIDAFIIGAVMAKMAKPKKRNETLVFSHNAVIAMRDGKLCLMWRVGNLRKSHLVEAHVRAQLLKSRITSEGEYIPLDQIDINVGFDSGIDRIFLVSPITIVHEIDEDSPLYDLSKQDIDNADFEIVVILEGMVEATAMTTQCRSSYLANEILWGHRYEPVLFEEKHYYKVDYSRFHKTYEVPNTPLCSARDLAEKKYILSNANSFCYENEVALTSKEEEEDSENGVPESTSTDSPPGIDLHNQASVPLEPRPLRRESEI
KCNQ2 inh – KCNQ2 channel blockers in CHO-K1 cells – cell-based, FluxOR thallium flux, B-score, primary screen (AID 2156); actives 1.1% (n = 310,000); B-score at 10 µM; 20 min; stronger effect = lower value;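 active = fluorescence ratio B-score at most minus 3 library SDs, with starting brightness B-score within 2 library SDs, cut at about -5.5 in these data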
Starred values were filed as active, the others as inactive; i = inactive; / = not tested or not shown.

molecule | KCNQ2 inh | CHT inh | Kir21 block
CCCc1cc(=O)[nH]c(SCC(=O)c2c(N)n(CC(C)C)c(=O)n(C)c2=O)n1 | i | i | 0.93
Cc1[nH]c2ccccc2c1C(=O)CN1CCCC(C)C1 (stereo unspecified) | i | -6.04* | -1.77
O=C(NCCN1CCOCC1)c1cn(-c2ccccc2)nc1-c1cccs1 | i | i | 2.42
Cc1c(C(=O)OCCOc2ccc(Br)cc2)sc(=S)n1C | i | i | 0.07
CC(C)CCNC(=O)CN(C(=O)CCC(=O)Nc1ccccn1)c1ccc2c(c1)OCO2 | i | i | -1.89
Clc1ccc(NC2(c3nnnn3C3CCCCC3)CCCCC2)cc1 | i | i | 2.17
O=C(O)CC/C(=N/NC(=O)CNC(=O)C(c1ccccc1)c1ccccc1)c1ccccc1 | i | i | -1.65
CCCCC(=O)NC1(C(F)(F)F)C(=O)Nc2c1c(=O)n(C)c(=O)n2C (stereo unspecified) | i | i | -0.56
O=C1c2nc3cc(-c4ccco4)[nH]n3c(=O)c2CN1C1CCCCC1 | i | i | 0.78
CC(C)OCCCNC(=S)NNC(=O)C(c1ccccc1)c1ccccc1 | i | i | -0.43
O=C(Nc1ccn(Cc2ccccc2F)n1)c1ccc(COc2ccc(Br)cc2)cc1 | i | i | 0.77
COc1ccc(OC)c2sc(N(CCCN(C)C)C(=O)c3ccc(S(=O)(=O)N4CCc5ccccc5C4)cc3)nc12 | i | i | -1.45
CC(=O)Nc1ccc(NC(=O)C(C)OC(=O)C2CCC2)cc1 (stereo unspecified) | i | i | -0.06
COc1ccc(C)cc1NC(=O)CCS(=O)(=O)c1cccc2nonc12 | i | i | 0.83
Cc1cc(C)c2sc(N(CCCN(C)C)C(=O)c3ccc(S(=O)(=O)N(C)C4CCCCC4)cc3)nc2c1 | i | i | 0.02
Cc1cccc(NC(=O)c2ccc([N+](=O)[O-])o2)c1 | i | i | -1.14
Cc1nnc2n(-c3ccccc3)c(=O)c3c4c(sc3n12)CCCC4 | i | i | -0.1
CN(C(=O)c1ccc2c(c1)OCO2)C1(C(=O)NC2CCCCC2)CCCCC1 | i | i | 0.05
CC(C)c1ccc(NC(=O)COC(=O)/C=C/c2cccc([N+](=O)[O-])c2)cc1 | i | i | -1.53
Cc1ccc(CC(=O)Nc2ccc([N+](=O)[O-])cc2C)cc1 | i | i | -0.86

Continued (6 carried over from the part before).
molecule | KCNQ2 inh | CHT inh | Kir21 block
Cc1cc(C)c2sc(N(CCCN(C)C)C(=O)c3ccc(S(=O)(=O)N(C)C4CCCCC4)cc3)nc2c1 | i | i | 0.02
Cc1cccc(NC(=O)c2ccc([N+](=O)[O-])o2)c1 | i | i | -1.14
Cc1nnc2n(-c3ccccc3)c(=O)c3c4c(sc3n12)CCCC4 | i | i | -0.1
CN(C(=O)c1ccc2c(c1)OCO2)C1(C(=O)NC2CCCCC2)CCCCC1 | i | i | 0.05
CC(C)c1ccc(NC(=O)COC(=O)/C=C/c2cccc([N+](=O)[O-])c2)cc1 | i | i | -1.53
Cc1ccc(CC(=O)Nc2ccc([N+](=O)[O-])cc2C)cc1 | i | i | -0.86
O=C(Nc1ccnn1C1CCN(Cc2ccccc2)CC1)C1CCCC1 | i | i | -0.72
COc1cc(C(=O)N2CCN(c3cccc(C)c3C)CC2)cc(OC)c1OC | i | i | 0.01
Cc1ccc(N=C(NO)c2nonc2N)cc1 | i | i | 0.03
CCOP(=O)(OCC)c1nc(-c2ccc(Cl)cc2Cl)oc1N1CCOCC1 | i | i | 0.05
CCCCn1c(N)c(N(CCOC)C(=O)c2ccc(S(=O)(=O)N(CC)c3ccccc3)cc2)c(=O)[nH]c1=O | i | i | -1.54
CCOC(=O)CCNC(=O)Nc1ccc2nc(C)n(Cc3ccc(Cl)cc3)c(=O)c2c1 | i | i | 0.03
COc1ccccc1CN1C[C@@H]2C[C@@H](c3ccc(C)c(C)c3)N3CCC[C@@]23C1=O | i | i | -2.68
COc1ccc(Cc2nc(-c3ccc(Cl)cc3)no2)cc1 | i | i | -0.01
CC1(C)C(=O)OC(c2c3ccccc3cc3ccccc23)C(C)(C)C1=O (stereo unspecified) | i | i | 0.8
Cc1cccc(CN2C[C@]34C=C[C@@H](C[C@@H]3S2(=O)=O)O4)c1 | i | i | 1.2
COc1ccc(/C=N/N=C2/NC(=O)CC(C(=O)O)S2)cc1 (stereo unspecified) | i | i | 0.78
OCCCc1cn(-c2ccccc2)c2ccccc12 | i | i | -1.45
CC(=O)Nc1ccc(OCC(O)CN2CCN(c3ccccc3Cl)CC2)cc1 (stereo unspecified) | i | i | 0.54
Cc1nn(C(C)C(=O)N2CCc3ccccc3C2)c(=O)c2cc3occc3n12 (stereo unspecified) | i | i | 1.78
COc1ccccc1NC(=O)c1cccnc1 | i | i | 0.13
CN(C)S(=O)(=O)Oc1ccsc1C(=O)Nc1ccc(C(F)(F)F)cc1 | i | i | 1.6
COC(=O)COc1cccc2c(=O)n(CC(=O)NCc3ccc(F)cc3)ccc12 | i | i | 0.57
COCC(C)NC(=O)CCS(=O)(=O)c1nc(-c2ccc(OC)cc2)cc(C(F)(F)F)n1 (stereo unspecified) | i | i | -0.56
CCCc1nnc(SCC(=O)N2CCCC(C)C2)n1CCOC (stereo unspecified) | i | i | -1.67
CCCCCOC(=O)C1C(c2ccccc2)C(C(=O)O)C1c1ccccc1 (stereo unspecified) | i | i | 0.93
Cc1ccccc1C(=O)Nc1ccc(Br)c(C)n1 | i | i | 0
CCN(CC(=O)Nc1ccc(OC)c(OC)c1)CC(=O)Nc1ccccc1C(F)(F)F | i | i | -0.51
Cc1ccc(C(C(=O)NC2CCCCC2)N(Cc2ccccc2)C(=O)Cc2c[nH]c3ccccc23)o1 (stereo unspecified) | i | i | 1.15
CC(C)N(CCc1ccncc1)C(=O)Nc1ccc(Cl)c(Cl)c1 | i | i | 0.03
Cn1nc(C(=O)NNC(=O)c2ccc(Cl)cc2)ccc1=O | i | i | -0.03
Cc1cccc(C(=O)NC2CCN(S(=O)(=O)c3ccccc3F)CC2)c1 | i | i | 1.66
CCNCCNC(=O)c1c(O)c2ccccc2n(CC)c1=O | i | i | 0.49
CCN=c1scc(-c2ccc(F)cc2)n1/N=C/c1ccccn1 | i | i | 1.46
COc1ccc(CCN2C(=NC(=O)CC(C)C)SC3CS(=O)(=O)CC32)cc1 (stereo unspecified) | i | i | 0.82
O=S(=O)(c1ccc(OCC(O)CN2CCN(c3ccccc3O)CC2)cc1)N1CCOCC1 (stereo unspecified) | i | i | 0.15
CN1CCN(C(=O)C2=C[C@@H](C3CC3)C[C@@H](OCc3ccc(CO)cc3)O2)CC1 | i | i | 0.29
C=CCn1c(N)cc(=O)nc1SCC(=O)Nc1cccc2ccccc12 | i | i | 0.33
O=C(CSc1ccccc1)Nc1ccc(N2CCOCC2)cc1 | i | i | 0.66
C(=C\c1ccccc1)/CSc1nnc(-c2cccnc2)n1Cc1ccco1 | i | i | -6.26*
CCN(CC)C(=O)Cn1cc(S(=O)(=O)CC(=O)Nc2ccc(OC)c(OC)c2)c2ccccc21 | i | i | 1.69
O=C(Nc1ccc(F)cc1)c1ccc2[nH]c(=O)c(=O)[nH]c2c1 | i | i | -0.06
COc1ccc(CC(=O)N2CCOCC2)cc1OC | i | i | -0.52
O=C(Nc1ccc(NC(=O)c2ccncc2)cc1)c1ccncc1 | i | i | -0.07
CCOC(=O)C(=NC(C)CC)NNc1cccc(C(F)(F)F)c1 (stereo unspecified) | i | i | 0.05
CC(=O)c1ccc(N2CCN(S(=O)(=O)c3ccc4c(c3)CC(=O)N4C)CC2)cc1 | i | i | 0.37
CCOc1ccc(C(=O)Nc2ccc(Cl)cn2)cc1Cl | i | i | -1.22
COC(=O)[C@@H]1C[C@@]2(O)[C@H](O)[C@H](O)[C@H](O)C[C@H]2N1CC(c1ccccc1)c1ccccc1 | i | i | 1.08
Cc1ccccc1N1CCN(C2CCCN(C(=O)c3cn4cccc(C)c4n3)C2)CC1 (stereo unspecified) | i | / | -0.58
CCCCC(O)(CCCC)C(=O)NNc1ccccc1 | i | i | -2.64
O=C(COC(=O)/C=C/c1ccccc1Cl)NCCc1ccc(Cl)cc1Cl | i | i | 0.04
Oc1ccccc1-c1cc(-c2ccccc2)no1 | i | i | 0.9
Cn1cnnc1SCC(=O)Nc1ccc(Cl)cc1 | i | i | -0.74
CN(C)CCN(C(=O)c1cccc(N2C(=O)CCC2=O)c1)c1nc2ccc(Br)cc2s1 | i | i | 0.99
CC(=O)Nc1ccc(C(=O)OCCC(C)C)cc1 | i | i | 0
COc1cccc(NS(=O)(=O)c2cc3[nH]c(=O)c(=O)[nH]c3cc2C)c1 | i | i | 0.43
Cc1cccn2c(=O)c3cc(C(=O)NCCc4ccccc4)sc3nc12 | i | i | -0.52
Cc1c(Br)c(C(=O)NNC(=O)c2ccc(C(C)(C)C)cc2)nn1C | i | i | -0.04
COC(=O)CNC(=O)C(Cc1ccccc1)NS(=O)(=O)c1ccc2c(c1)c(=O)n(C)c(=O)n2C (stereo unspecified) | i | i | 0.37
CCN(C(=O)CSc1ncccc1C(=O)OC(C)C)c1cccc(C)c1 | i | i | -0.53
CCOC(=O)c1cc(-c2ccccc2)n(CC(=O)Nc2cc(OC)cc(OC)c2)c1C | i | i | -0.67
CN(C)CCCN(C(=O)CCc1ccccc1)c1nc2ccc(Cl)cc2s1 | i | i | 0.13
c1ccc(Nc2nc(-c3ccccc3)nc3ccccc23)cc1 | i | i | -0.05
Cc1ccsc1C(=O)NNC(=O)C1CC=CCC1C(=O)O (stereo unspecified) | i | i | -2.1
Cc1noc(C)c1S(=O)(=O)Nc1ccc(C(C)C)cc1 | i | i | -0.84
CC(C)Cc1nc(N2CCCCC2)c(C#N)c2c1CCC2 | i | i | 0

Continuation.
molecule | KCNQ2 inh | CHT inh | Kir21 block
CCC(C)N(C(=O)CSc1ncnc2c1cnn2-c1ccccc1)C1CCS(=O)(=O)C1 (stereo unspecified) | i | i | 0.08
Cc1c(C(=O)N2CCCC2)oc2ccc(Br)cc12 | i | i | 2.12
CC(=O)Nc1ccc(S(=O)(=O)Nc2cc([N+](=O)[O-])ccc2C)cc1 | i | i | -1.61
CCN(CC(=O)Nc1ccc(OC)cc1)C(=O)COc1cccc2c1OC(C)(C)C2 | i | i | 1.98
Cc1ccc(S(=O)(=O)CCC(=O)OCC(=O)N(C)C2CCS(=O)(=O)C2)cc1 (stereo unspecified) | i | i | 1.28
O=C1C2C3CCCC3=C3CCCC3C2C(=O)N1c1ccc(F)cc1 (stereo unspecified) | i | i | -0.35
O=c1[nH]c(CN2CCN(S(=O)(=O)c3ccc4ccccc4c3)CC2)nc2ccccc12 | i | i | 0.2
Nc1c(Cl)cc2c(c1Oc1ccccc1)C(=O)c1ccccc1C2=O | i | i | -0.12
CC(=O)Nc1ccc(S(=O)(=O)N2CCN(CCc3ccccc3)CC2)cc1 | i | i | -2.53
O=C(O)C12CC3CC(C1)CC(n1ncc(N4CCN(c5ccccc5)CC4)c(Cl)c1=O)(C3)C2 | i | i | -0.37
O=C(COC(=O)C1CCN(S(=O)(=O)c2cccs2)CC1)Nc1ccccc1 | i | i | 0.8
COc1ccc(C2=CC(=O)OC3(CCCCC3)O2)cc1 | i | i | 0.33
COc1ccc(C(CNC(=O)c2cccc(N(C)C)c2)N2CCCC2)cc1 (stereo unspecified) | i | i | 2.35
O=C1CSc2ccc(S(=O)(=O)NCc3ccc(F)cc3)cc2N1 | i | i | -0.56
O=C(/C=C/c1cccc(Cl)c1)NCc1ccncc1 | i | i | -0.99
C=CCN1C2CCCC1CC(NC(=O)Nc1cccc(C(C)=O)c1)C2 (stereo unspecified) | i | i | 0.64
Cc1nc2ccccn2c1C(=O)N=Nc1c(O)[nH]c2ccccc12 | i | i | -0.09
O=C(NCCN1CCN(C(=O)c2cccs2)CC1)C(=O)Nc1ccc(Br)cc1 | i | i | -0.49
Cc1ncc([N+](=O)[O-])n1CC(=O)Nc1cc(Cl)ccc1Cl | i | i | -0.31
C=CCC1c2cccc(C(=O)O)c2C(=O)N1c1cccc(OC)c1 (stereo unspecified) | i | i | 1.25
Cc1cc(C)nc(SCCC(=O)Nc2cccc3ccccc23)n1 | i | i | -1.33
CCN(CC)CC(=O)Nc1cc(N(C)C)nc2ccccc12 | i | i | -0.51
Cc1cc(C)c(NC(=O)NC2CCCCC2)c(C)c1 | i | i | -0.42
CC(=O)N1CCN(CC(=O)NC(=O)Nc2ccc3c(c2)OCCO3)CC1 | i | i | 1.71
CC1CCCCC12NC(=O)N(CC(=O)NC1CCCc3ccccc31)C2=O (stereo unspecified) | i | i | 0.69
COC(=O)COc1cccc(NS(=O)(=O)c2cccc([N+](=O)[O-])c2)c1 | i | i | -0.05
Cc1cc(=O)[nH]c(N/N=C/c2c[nH]c3ccccc23)n1 | i | i | -0.2
O=C(O)CCC(=O)N1CCN(c2nc(-c3ccccc3Cl)c3cc(Br)ccc3n2)CC1 | i | i | 2.42
CSCCC(NC(=O)c1ccccc1Cl)C(=O)NNC(=O)c1csc(N2CCOCC2)n1 (stereo unspecified) | i | i | -1.28
CC1=CC(C)(C)N(C(=O)CCl)c2ccccc21 | i | i | -3.99
